# From PubChem
# FEN1 inhibitor – inhibitors of human flap endonuclease 1 | P39748 | Potency, µM (doses to about 114 µM), for the others: at the highest dose activity change, negative = inhibition, hits mostly inhibitors | hit rate 0.35% among 390,000 | Recombinant FEN1 flap cleavage, fluorescence, 15 min | AID 588795; note: nearly all actives have a fitted effect of over 65% in size
# Target sequence (P39748 whole entry, looked up): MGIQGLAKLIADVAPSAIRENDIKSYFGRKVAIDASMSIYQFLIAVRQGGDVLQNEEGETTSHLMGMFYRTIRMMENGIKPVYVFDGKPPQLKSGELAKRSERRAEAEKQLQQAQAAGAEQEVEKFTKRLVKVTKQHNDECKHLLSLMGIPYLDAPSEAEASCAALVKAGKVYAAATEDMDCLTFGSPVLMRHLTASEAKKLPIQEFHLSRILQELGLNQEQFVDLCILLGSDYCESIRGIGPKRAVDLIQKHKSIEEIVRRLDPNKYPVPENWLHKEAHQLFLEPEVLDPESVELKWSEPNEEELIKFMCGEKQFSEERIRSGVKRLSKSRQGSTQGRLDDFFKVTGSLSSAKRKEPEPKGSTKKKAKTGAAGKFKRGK
#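 Quantitative HTS format: each compound was titrated, incubated with 10 nM nuclease for 15 min at room temperature, then challenged with flap substrate at 50 nM final. Signal change over 15 min gave concentration–effect curves.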
# TDP1 block – inhibitors of human tyrosyl-DNA phosphodiesterase TDP1. hit rate 0.28% among 350,000. Q9NUW8. Potency, µM (highest dose often 130 µM), inactives show at the highest dose activity change, negative = inhibition, actives largely listed as inhibitors. recombinant TDP1, AlphaScreen DNA substrate cleavage. AID 485290; note: nearly all actives have a fitted effect of over 40% in size
# Target sequence (Q9NUW8 whole entry, looked up): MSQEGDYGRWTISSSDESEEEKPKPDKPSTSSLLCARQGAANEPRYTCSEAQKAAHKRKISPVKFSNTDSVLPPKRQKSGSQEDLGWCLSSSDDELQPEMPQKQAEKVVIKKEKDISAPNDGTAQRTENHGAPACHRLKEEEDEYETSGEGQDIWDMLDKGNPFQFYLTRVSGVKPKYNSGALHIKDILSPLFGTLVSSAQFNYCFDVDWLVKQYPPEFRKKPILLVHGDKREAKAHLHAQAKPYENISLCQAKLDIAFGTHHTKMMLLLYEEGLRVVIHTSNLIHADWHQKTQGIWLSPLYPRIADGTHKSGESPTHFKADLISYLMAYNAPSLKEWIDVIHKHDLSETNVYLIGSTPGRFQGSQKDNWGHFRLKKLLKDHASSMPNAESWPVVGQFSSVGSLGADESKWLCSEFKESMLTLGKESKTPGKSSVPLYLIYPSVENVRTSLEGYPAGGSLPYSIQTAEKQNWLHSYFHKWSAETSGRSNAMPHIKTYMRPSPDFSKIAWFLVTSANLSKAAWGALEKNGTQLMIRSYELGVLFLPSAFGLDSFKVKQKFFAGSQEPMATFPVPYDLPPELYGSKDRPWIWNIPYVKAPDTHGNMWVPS
#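 Recombinant human Tdp1 (E. coli-expressed, 1 nM final) preincubated with compounds 15 min at room temperature, then 5'-biotin/3'-phosphotyrosine-FITC DNA substrate (15 nM final) added for 5 min. AlphaScreen beads (10 ug/ml final) added 10 min; cleavage lowers signal.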
# N370S GC – inhibits or activates N370S mutant glucocerebrosidase; N370S GC spleen homogenate, 4MU-glucoside fluorescence; Potency, µM (titrated, usually from 59.4 µM), without a hit: at the top dose activity change, negative = inhibition, actives largely listed as inhibitors; P04062; hit rate 0.092% among 330,000;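 note: 0% = full enzyme activity and -100% = no enzyme basal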
# * = called active by the depositor; u = inconclusive; x = no result given; & = joins results of further samples; [ ] = another dose, or the depositor's remark. Calls come from the whole dose curve; as a rule, active = well fitted curve in the direction sought with a large enough effect; inconclusive = small, poorly fitted or top-dose-only effect, or another doubt; inactive = no such curve, though single readings can be large; an effect the other way counts as inactive or inconclusive. Unless noted, % is set by controls: 0 for no effect and ±100 for the full control effect; potency is the fitted concentration of half-maximal effect.
cpd	molecule	FEN1 inhibitor	TDP1 block	N370S GC
1	CCOc1ccc(NC(c2ccccc2)P(=O)(OC)OC)cc1 (stereo not drawn)	4%	x	4%
2	CC(Sc1nnc(-c2ccco2)n1C)C(=O)Nc1ccc(N2CCOCC2)cc1 (stereo not drawn)	-12%	0%	0%
3	Cc1ccc(C)c(NC(=O)CN(C)C(=O)c2ccc(-c3ccc(Cl)cc3)o2)c1	0%	x	-8%
4	C=CCC[C@H](Cc1ccc(F)cc1)C(=O)OC[C@@H](NC(=O)[C@H](CC=C)CC(=O)NCCO)C(C)(C)C	-8%	0%	x
5	CC(=O)NCCC(=O)Nc1nc(-c2ccc3ccccc3c2)cs1	-1%	10%	-15%
6	CCOC(=O)c1c(C)n(CC(O)c2ccccc2)c2ccc(O)cc12 (stereo not drawn)	-15%	3%	u
7	Cc1ccc(/C=C/C(=O)OC(C)C(=O)Nc2ncc(Cl)cc2Cl)o1 (stereo not drawn)	12%	1%	-2%
8	CC1CC(C)CN(C(=O)c2ccc(S(=O)(=O)N3CCCC3)cc2)C1 (stereo not drawn)	4%	2%	3%
9	CCOC(=O)c1ccccc1NC(=O)CSc1ccc(-c2ccccn2)nn1	-3%	2%	1%
10	CCOc1ccc(CCNC(=O)c2ccc(CS(=O)Cc3ccc(Cl)cc3)o2)cc1 (stereo not drawn)	-4%&-4%	2%&-3%	22%
11	c1ccc(C(c2ccccc2)c2nc(-c3cccnc3)no2)cc1	-10%	-1%	-4%
12	Cc1ccc(NC(=S)NCCSc2ccc(Cl)cc2)c(C)c1	u	3%	3%
13	Cc1cccc(N2CCN(Cc3ccc(Br)o3)CC2)c1C	-8%	x	-8%
14	Cc1cc(C(=O)NCc2ccc(C(=O)O)o2)c(C)o1	1%	-3%	9%
15	CC(C)C[C@H](NC(=O)N1CC(=O)Nc2ccccc21)C(=O)N1CCC[C@H]1C(=O)O	-11%	x	-2%
16	CC(C)C(=O)Nc1nnc(SCC(=O)NCC2CCCO2)s1 (stereo not drawn)	-2%	4%	20%
17	CSc1ccc(C(=O)C2CCCN(C(=O)c3cccnc3SC)C2)cc1 (stereo not drawn)	-14%	3%	-1%
18	CCOC(=O)N1CCc2c(sc3c2c(=O)n(-c2ccc(CC)cc2)c(=O)n3CC(=O)c2ccccc2)C1	-14%	-1%	x
19	COc1ccc(N2CCN(C(=O)C3CCCN(S(=O)(=O)c4c(C)noc4C)C3)CC2)cc1 (stereo not drawn)	8%	x	-5%
20	C[C@H](CO)N1C[C@H](C)[C@@H](CN(C)C(=O)Nc2ccc3c(c2)OCO3)Oc2ccc(NC(=O)CCC(F)(F)F)cc2C1=O	-9%	1%	x

# 6 successive compounds already listed, for reference:
cpd	molecule	FEN1 inhibitor	TDP1 block	N370S GC
11	c1ccc(C(c2ccccc2)c2nc(-c3cccnc3)no2)cc1	-10%	-1%	-4%
12	Cc1ccc(NC(=S)NCCSc2ccc(Cl)cc2)c(C)c1	u	3%	3%
13	Cc1cccc(N2CCN(Cc3ccc(Br)o3)CC2)c1C	-8%	x	-8%
14	Cc1cc(C(=O)NCc2ccc(C(=O)O)o2)c(C)o1	1%	-3%	9%
15	CC(C)C[C@H](NC(=O)N1CC(=O)Nc2ccccc21)C(=O)N1CCC[C@H]1C(=O)O	-11%	x	-2%
16	CC(C)C(=O)Nc1nnc(SCC(=O)NCC2CCCO2)s1 (stereo not drawn)	-2%	4%	20%

# More structures.
cpd	molecule	FEN1 inhibitor	TDP1 block	N370S GC
21	Cc1ccc(S(=O)(=O)NCC(=O)N2CCOCCOCCOCC2)cc1	19%	2%	-2%
22	Cn1cc(C(CO)Cc2ccccc2)c2ccccc21 (stereo not drawn)	12%	5%	x
23	Cc1ccc(NC(=O)C2(S(=O)(=O)c3ccc(Cl)cc3)CC2)cc1	8%	x	-1%
24	CCc1ccccc1NC1=NCC(=O)N1C1CCCCC1	1%	6%	0%
25	Clc1cccc(-c2ccc(C=Nc3ccc(N4CCOCC4)cc3)o2)c1	-4%	8%	4%
26	COc1cccc(-n2c(-c3ccc(C)cc3)cc3c2CC(C)(C)CC3=O)c1	-13%	14%	x
27	CC(=O)c1cccc(S(=O)(=O)NCC2CCCCC2)c1	-7%	5%	-22%
28	COc1c(Cl)ccc(Cl)c1C(=O)NCc1ccco1	12%	5%	-5%
29	NS(=O)(=O)c1ccc(NC(=O)COc2ccc(S(=O)(=O)NC3CCCCC3)cc2)cc1	14%	1%	x
30	COc1ccc(CSc2nnc(-c3ccncc3)n2N)cc1	2%	x	-5%
31	CCc1c(C)c(C#N)c2nc3ccccc3n2c1NCc1ccccn1	-13%	-1%	u
32	CC(/C=N/NC(=O)CCn1nnc2ccccc21)=C\c1ccccc1	0%	1%	10%
33	CC(C)CCNC(=O)c1cccc(-n2cnc3cccnc32)c1	14%	3%	x
34	Cc1cccc(N(CC(=O)Nc2ccc(Br)cc2)S(C)(=O)=O)c1C	u	5%	x
35	CCC1CCc2c(sc(NC(=O)CSc3nc(-c4ccco4)cc(C(F)(F)F)n3)c2C#N)C1 (stereo not drawn)	-22%	4%	13%
36	CCOc1ccc(CCNC(=O)c2cccc(-n3c(C)nc4cccnc43)c2C)cc1	1%	-3%	x
37	COc1ccc(NC(=O)N2c3ccccc3C(C)=CC2(C)C)cc1	-5%	3%	-2%
38	COc1ccc(C(=O)NCCc2csc(-c3ccc(Cl)cc3)n2)c(OC)c1	u	1%	x
39	CCOC(=O)NC(NC(=O)OCC)C(=O)c1ccc(F)cc1	-6%	0%	6%
40	CCOc1cc(CNC(=O)Cn2c(-c3cccs3)cc3cc(F)ccc32)ccc1OC	-2%	2%	x
41	Cc1ccc(S(=O)(=O)N2CCN(C(=O)CCC(=O)NCc3ccc(F)cc3)CC2)cc1	-5%	3%	1%
42	Cc1nc2sc3c(O)cc(=O)[nH]c3c2c(C)c1C	-11%	-7%	3%
43	CC(C)OCCCn1c(=S)[nH]c2ncccc2c1=O	0%	2%	10%
44	O=C(Nc1nnc(SCc2ccc(Cl)cc2)s1)c1cnccn1	-7%	7%	0%
45	Cc1ccc(NC(=O)COC(=O)c2cc(Cl)ccc2[N+](=O)[O-])cc1	-18%	4%	4%
46	O=C(O)c1ccccc1C(=O)c1ccc(Oc2ccccc2)cc1	-1%	3%	13%
47	COC(=O)[C@]1(Cc2ccccc2)N[C@H](CN(C)C(=O)NC(C)C)[C@@H]2C(=O)N(Cc3ccccc3)C(=O)[C@@H]21	9%	2%	x
48	CCS(=O)(=O)N1Cc2ccccc2CC1C(=O)N1CCN(c2ccccc2)CC1 (stereo not drawn)	-16%	x	2%
49	CCN1C(=NCC(C)C)N[C@@H](CCc2ccccc2)[C@H](C(=O)NCC(C)C)[C@H]1C	0%	x	1%&-1%
50	COc1ccc(C)cc1NC(=O)CSCc1cc(=O)n2c(C)csc2n1	6%	-9%	-3%
51	CCOC(=O)c1c(C)[nH]c(C)c1S(=O)(=O)NCCc1sccc1C	3%	5%	6%
52	C[C@@H](NC(=O)c1nc[nH]c1C(=O)N[C@@H](CCCCNC(=O)OC(C)(C)C)C(=O)OC(C)(C)C)c1ccccc1	-15%	8%	u
53	Cc1ccc(/C=N/N2CCN(Cc3ccccc3)CC2)s1	6%	-2%	11%
54	CCCCN(C(=O)c1c(CC)noc1C)c1c(N)n(CCCC)c(=O)[nH]c1=O	-8%	-2%	0%
55	NS(=O)(=O)c1ccc(CNC(=O)c2scc3c2CCCC3)cc1	18%	1%	10%
56	N#C/C(=C/c1cc(Cl)c(O)c(Cl)c1)C(=O)N1CCCCC1	-7%	x	-24%
57	O=C(COC(=O)c1cccc(Cl)c1)Nc1cc(Cl)ccc1Oc1ccccc1	1%	1%	20%
58	COCCNC(=O)c1cc2c(s1)-c1ccc(Cl)cc1SC2	-5%	x	9%
59	O=C(O)CCC(=O)N1CCc2c([nH]c3ccccc23)C1C(F)(F)F (stereo not drawn)	-8%	x	-2%
60	C=CCC(CC=C)(CNC(=O)C(=O)Nc1ccc(C(=O)OCC)cc1)c1ccccc1	-13%	5%	x
61	COc1cc(C(=O)NCCCNc2nc3cc(C)cc(C)c3cc2C#N)cc(OC)c1OC	-22%	0%	5%
62	COc1cc(OC)c(N(C)C(=O)c2c(C)oc3ncn(CC(C)C)c(=O)c23)cc1Cl	22%	-2%	x
63	CCCCN(CCCNC(=O)C1CCN(S(=O)(=O)N2CCOCC2)CC1)Cc1ccccc1	-7%	-1%	1%
64	CN(C)c1ccc(CNC(=O)c2cc3ccccn3n2)cc1	20%	3%	x
65	CCOc1ccc(NC(=O)C2CCN(S(=O)(=O)CC)CC2)cc1	-4%	x	-7%
66	Cc1ccc(C(=O)CCC(=O)NCc2ccccc2)cc1	-10%	-1%	2%
67	O=C1OCCC=C1[C@@H](O)CCc1ccccc1	x	4%[21 µM]	-1%[12.8 µM]
68	Cc1ccc(NC(=O)C(C)Sc2n[nH]c(CNc3ccccc3)n2)cc1 (stereo not drawn)	-5%	x	1%
69	N#CC(c1ccc(O)cc1)N1CCOCC1 (stereo not drawn)	-3%	2%	5%
70	O=C(CSc1nnnn1C1CCCCC1)NCc1ccccc1	-7%	-2%	0%

# An excerpt from above in order of their number in FEN1 inhibitor, low to high:
cpd	molecule	FEN1 inhibitor	TDP1 block	N370S GC
66	Cc1ccc(C(=O)CCC(=O)NCc2ccccc2)cc1	-10%	-1%	2%
63	CCCCN(CCCNC(=O)C1CCN(S(=O)(=O)N2CCOCC2)CC1)Cc1ccccc1	-7%	-1%	1%
65	CCOc1ccc(NC(=O)C2CCN(S(=O)(=O)CC)CC2)cc1	-4%	x	-7%
62	COc1cc(OC)c(N(C)C(=O)c2c(C)oc3ncn(CC(C)C)c(=O)c23)cc1Cl	22%	-2%	x

# Next section.
cpd	molecule	FEN1 inhibitor	TDP1 block	N370S GC
71	Nc1nc(SCCO)[nH]c(=O)c1NC(=O)c1ccccc1F	7%	0%	-1%
72	COc1ccc(-c2oc(NC(=O)CCl)c(C#N)c2-c2ccc(OC)cc2)cc1	2%	9%	-4%
73	C/C(=N\NC(=O)c1ccoc1C)c1ccccc1O	0%	10%	-15%
74	CCOc1ccc(-c2nc(N)ncc2Oc2ccc(OC)cc2)c(O)c1	-23%	8%	-26%
75	COC(=O)c1ccccc1NC(=O)CSc1cc(-c2ccccc2)nc(C)n1	3%	-3%	x
76	O=C(N/N=C/c1ccc([N+](=O)[O-])o1)c1ccccc1NS(=O)(=O)c1cccs1	u	2%	8%
77	COc1ccc(Cc2nnc(NC(=O)C(C)(C)C)s2)cc1	1%	1%	6%
78	COC(=O)C1CCN(C(=O)NC2CCCCC2)CC1	-4%	0%	4%
79	CCCCCc1ccc(OCCCC[n+]2ccccc2)c(CCCCC)c1	-13%	6%	-27%
80	C#CCSc1ncc(S(=O)(=O)c2ccccc2)c(=O)[nH]1	12%	-6%	4%

# Three entries out of the list, arranged by formula weight, falling.
cpd	molecule	FEN1 inhibitor	TDP1 block	N370S GC
71	Nc1nc(SCCO)[nH]c(=O)c1NC(=O)c1ccccc1F	7%	0%	-1%
77	COc1ccc(Cc2nnc(NC(=O)C(C)(C)C)s2)cc1	1%	1%	6%
78	COC(=O)C1CCN(C(=O)NC2CCCCC2)CC1	-4%	0%	4%

# Additional structures:
cpd	molecule	FEN1 inhibitor	TDP1 block	N370S GC
81	Cc1ccccc1C(=O)O/N=C1\CCS(=O)(=O)c2sccc21	7%	0%	3%
82	Cc1ccc(/C=C(\NC(=O)c2ccccc2)C(=O)NCC2CCCO2)o1 (stereo not drawn)	18%	4%	11%
83	COc1ccc2c(c1)O[C@@H](c1ccc3c(c1)OCO3)[C@H](OC(=O)NCc1ccco1)C2=O	x	4%	-1%
84	Cc1sc(NC(=O)CSc2nnc(-c3ccc(F)cc3)o2)c(C#N)c1C	-13%	5%	7%
85	Cc1nn(Cc2cccc(Oc3ccccc3)c2)c(C)c1NC(=O)NC12CC3CC(CC(C3)C1)C2	-11%	3%	10%
86	Cc1cc(C)cc(NC(=O)C2CCCN2C(=O)Oc2ccccc2)c1 (stereo not drawn)	13%	3%	x
87	CCOc1ccc(S(=O)(=O)Nc2ccncc2)c(C)c1C	3%	3%	3%
88	Cc1oc2c(c(C)cc3oc(=O)c(CC(=O)N[C@@H](CCCNC(N)=O)C(=O)O)c(C)c32)c1C	-21%	x	15%
89	Cn1c(O)c(N=NC(=O)Cn2c(C(F)(F)F)nc3ccccc32)c2ccccc21	10%	4%	16%
90	CCOc1ccc(-c2nc(C#N)c(N3CCCCCC3)o2)cc1	-21%	9%	u
91	CCCCC(=O)Nc1cccc(NC(=S)NC(C)=O)c1	-3%	0%	u
92	CN(C)/C=N/C(=S)Nc1ccc(Cl)c(Cl)c1	14%	-3%	3%
93	Cc1ccc(C)c(CN2C(=O)CSc3ccc(C(=O)NCc4ccc(F)cc4)cc32)c1	15%	-6%	x
94	O=C(/C=C/c1ccc(F)cc1)Nc1ccc2[nH]c(=O)[nH]c2c1	-15%	5%	4%

# An unsorted share of the library. About 0.53% of those tested had a hit in this group.
